GC-A act: GC-A (human) enzyme activation; P16066; AID 1671463; activation, % at 10 µM; HEK293 GC-A cells, cGMP TR-FRET, EC30 ANP; 0% at EC30 ANP, 100% saturating ANP; 370,000 compounds, 0.14% hits; in the data active means activation above about 40%
Target sequence (P16066 whole entry, looked up): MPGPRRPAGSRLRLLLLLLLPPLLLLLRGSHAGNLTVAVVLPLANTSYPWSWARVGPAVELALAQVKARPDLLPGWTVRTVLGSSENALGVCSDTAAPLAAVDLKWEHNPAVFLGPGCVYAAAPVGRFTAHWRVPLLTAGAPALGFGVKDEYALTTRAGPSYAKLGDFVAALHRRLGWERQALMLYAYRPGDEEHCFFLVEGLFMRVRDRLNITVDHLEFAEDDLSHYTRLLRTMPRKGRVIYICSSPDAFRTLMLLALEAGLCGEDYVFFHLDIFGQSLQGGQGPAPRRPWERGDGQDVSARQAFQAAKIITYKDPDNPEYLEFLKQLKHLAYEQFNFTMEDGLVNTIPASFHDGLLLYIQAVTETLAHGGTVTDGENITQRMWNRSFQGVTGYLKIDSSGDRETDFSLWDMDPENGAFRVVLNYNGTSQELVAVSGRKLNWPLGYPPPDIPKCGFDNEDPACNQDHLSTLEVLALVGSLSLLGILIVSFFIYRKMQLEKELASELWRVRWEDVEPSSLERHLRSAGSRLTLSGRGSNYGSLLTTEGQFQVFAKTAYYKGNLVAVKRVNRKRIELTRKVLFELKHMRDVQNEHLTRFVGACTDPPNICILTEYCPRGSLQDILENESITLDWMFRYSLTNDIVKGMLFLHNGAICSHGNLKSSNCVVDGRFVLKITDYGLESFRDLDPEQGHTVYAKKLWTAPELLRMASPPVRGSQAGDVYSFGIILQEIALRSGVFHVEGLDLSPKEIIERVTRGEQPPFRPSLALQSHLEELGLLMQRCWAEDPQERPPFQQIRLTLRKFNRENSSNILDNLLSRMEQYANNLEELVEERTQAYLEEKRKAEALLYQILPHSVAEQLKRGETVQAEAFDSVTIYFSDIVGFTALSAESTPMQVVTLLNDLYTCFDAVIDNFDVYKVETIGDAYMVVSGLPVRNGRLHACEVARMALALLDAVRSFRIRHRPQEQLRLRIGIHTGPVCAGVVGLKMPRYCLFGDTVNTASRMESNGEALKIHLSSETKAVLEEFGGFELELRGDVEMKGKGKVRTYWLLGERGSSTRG
PG9 binder: binds the HIV-1 gp120 antibody PG9; TR-FRET gp120-PG9 antibody binding; inhibition, % at 6.7 µM; 360,000 compounds, 0.43% hits; AID 624416; in the data active means inhibition above about 8.5%
DAX1 inh-1: DAX1 (NR0B1) inhibition, primary screen; HEK293T StAR-luciferase reporter, SF-1/DAX-1 repression relief; 370,000 compounds, 1.1% hits; AID 652010; inhibition, % at 6.8 µM;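 active means inhibition above the mean over all tested compounds plus 3 SD, cut at about 3.6% in these data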;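 further: 0% = DAX-1 cells with DMSO and 100% = cells lacking DAX-1 with DMSO; higher inhibition means more luminescence from relief of DAX-1 repression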
SMARCA2 activ: activators of SMARCA2 function; MG213 cells, MMTV-luciferase reporter, dexamethasone, overnight; activation, % at 9.1 µM; 370,000 compounds, 1% hits; in the data active means activation above about 7.8%;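 further: 0% = vehicle wells and 100% = reference activator wells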
ADAM17 inh: inhibits human ADAM17; recombinant ADAM17, EDANS/DABCYL FRET peptide cleavage; inhibition, % at 6.95 µM; 370,000 compounds, 0.83% hits; AID 720648;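 active means inhibition above the mean of compounds lying between control limits plus 3 SD, set per campaign, cut at about 8.5% in these data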;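 further: 0% = DMSO-only wells as the low control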
hcDAF12 agonist: activates DAF-12 receptor from parasite H. contortus. 370,000 compounds, 1.4% hits. HEK293 hcDAF-12 lit1-tk-luc reporter, luminescence; 0% DMSO, 100% Δ7-dafachronic acid. AID 652067. activation, % at 6.8 µM;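 active means activation above the mean of all tested compounds plus 3 SD, cut at about 5.5% in these data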;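 further: 100% = response to 3 µM Δ7-dafachronic acid high control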
hgDAF12 agonist: hgDAF-12 agonism, primary luciferase screen. HEK293 GAL4-hgDAF12 UAS-luciferase reporter, agonist luminescence; normalized to butyrate control. activation, % at 6.8 µM. 370,000 compounds, 1.8% hits. AID 687014;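 active means activation above a cutoff set at the mean of all screened compounds plus 3 SD, cut at about 10% in these data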;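 further: 0% = DMSO wells and 100% = sodium butyrate wells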
DAX1 inh-2: inhibits human nuclear receptor DAX1 | P51843 | 340,000 compounds, 0.99% hits | inhibition, % at 6.75 µM | HEK293 Gal4-DAX1 luciferase reporter, luminescence | AID 504766;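 active means inhibition above the mean over all tested compounds plus 3 SD, cut at about 4.2% in these data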;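 further: 0% = DAX1-transfected cells with DMSO and 100% = empty-vector control cells with DMSO; inhibition shows as a rise in luminescence from relieved DAX1 repression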
ADAM10 inh: ADAM10 inhibition, QFRET primary screen | O14672 | recombinant ADAM10, EDANS/DABCYL FRET peptide cleavage, 3 h | inhibition, % at 7 µM | 370,000 compounds, 0.62% hits | AID 720582;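 active means inhibition above a per-campaign cutoff equal to the mean of compounds falling between control-based bounds plus 3 SD, cut at about 20% in these data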;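 further: 0% = DMSO wells while the 100% control is not disclosed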
GAA850 FXN act: frataxin GAA850 promoter activation. activation, % at 6 µM. AID 540364. 360,000 compounds, 0.56% hits. HEK293 lucGAA850 FXN promoter luciferase reporter, 24 h; percent of 10 µM SAHA response;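 active means activation above the average of all compounds screened plus 3 SD, cutoff fixed separately per campaign, cut at about 7.5% in these data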;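 further: 0% = DMSO wells and 100% = 10 µM SAHA wells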
ssDAF12 agonist: activates DAF-12 receptor from parasite S. stercoralis | AID 652126 | 370,000 compounds, 1% hits | activation, % at 6.8 µM | HEK293 ssDAF-12/GRIP1 lit1-tk-luc reporter, luminescence; % of 3 µM dafachronic acid response;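 active means activation above the mean over all tested compounds plus 3 SD, cut at about 0.9% in these data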;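 further: 0% = DMSO-only wells and 100% = 3 µM delta7-dafachronic acid wells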
Numbers without * were called inactive; i = inactive; nt = no result given.

SMILES | GC-A act | PG9 binder | DAX1 inh-1 | SMARCA2 activ | ADAM17 inh | hcDAF12 agonist | hgDAF12 agonist | DAX1 inh-2 | ADAM10 inh | GAA850 FXN act | ssDAF12 agonist
CC(=O)NCN1CCN(CNC(C)=O)CC1 | 0.4 | 1.7 | 0.1 | 0.1 | -1.8 | -1.1 | 0.4 | 0.9 | 0.1 | -0.9 | -1.0
C[C@H]1[C@H](NC(=O)c2ccc(Cl)c(C(F)(F)F)c2)CC[C@@]23CCCN2C(=O)CCC[C@@H]13 | -1.6 | nt | nt | nt | 0.0 | -0.8 | -1.4 | nt | -0.5 | nt | -1.8
Cc1nc(C)c(C(=O)Nc2cccc(C)c2C)s1 | -3.8 | 0.5 | 0.1 | 0.6 | 1.0 | -1.0 | 1.9 | -0.9 | 0.9 | 3.3 | -1.3
O=S(=O)(c1ccccc1)c1nc(-c2ccc(F)cc2)oc1NCC1CCCO1 (configuration not stated) | -1.4 | 0.8 | 0.0 | -1.7 | -0.1 | -0.5 | -2.6 | -0.1 | -0.8 | 0.8 | -1.1
CN(C1CCCC1)C1CCN(C(=O)CNC(=O)/C=C/c2ccccc2)CC1 | 3.1 | -0.1 | 0.1 | -1.7 | -1.3 | -1.6 | 3.8 | 0.9 | -6.7 | 0.6 | -1.4
Cc1oc2c(c(=O)c1C)C(=O)CC(c1ccccc1)C2 (configuration not stated) | -2.1 | 0.6 | 0.1 | 1.8 | 3.5 | -0.2 | -0.5 | 0.1 | -0.6 | 2.0 | -1.0
Cc1c(NC(=O)c2cccc(S(=O)(=O)N3CCOCC3)c2)c(=O)n(-c2ccccc2)n1C | 3.9 | -0.1 | 0.4 | 1.6 | -4.4 | -0.3 | -1.3 | -0.8 | -4.2 | -0.6 | -1.3
O=C(CN1CCN(CC(=O)Nc2ccccc2Cl)CC1)NCC1(N2CCCCC2)CCCCC1 | -0.9 | -0.2 | 0.7 | -2.4 | 0.5 | -2.2 | -1.2 | 0.3 | -7.0 | 1.4 | -1.1
COc1cccc(C2=NOC(C(=O)N3CCOCC3)C2)c1 (configuration not stated) | 1.0 | 0.8 | 0.1 | 0.3 | -5.0 | 1.1 | 3.2 | 1.5 | -3.7 | 6.0 | 0.5
COc1ccc(OC)c(N2C(=O)[C@@H]3C(c4ccccc4Cl)=NO[C@@H]3C2=O)c1 | -2.8 | 0.5 | -0.1 | 0.9 | 2.0 | 0.3 | 0.7 | 0.4 | -1.6 | 0.0 | -0.1
Cc1cccc(C)c1NC(=O)C1=C(O)c2sccc2N(C)S1(=O)=O | 1.9 | -0.3 | -0.2 | 1.3 | -2.0 | -0.6 | -1.8 | 0.1 | -3.1 | -1.6 | -1.4
O=C(NCCc1ccccc1)C1CCC(=O)N1C1CCCC1 (configuration not stated) | -2.6 | -1.0 | -0.1 | -0.3 | 0.0 | 0.6 | -1.7 | 0.5 | 2.6 | 1.8 | -1.3
CCOC(=O)c1c(C)[nH]c(C(=O)CN2C(=O)NC(CC)(c3ccccc3)C2=O)c1C (configuration not stated) | 9.7 | -2.0 | -0.6 | 0.5 | 2.8 | -2.8 | -3.0 | -0.6 | 11.3 | -0.2 | -1.4
Cc1cc(C)c(S(=O)(=O)N2CCOC2CNC(=O)C(=O)NCc2ccco2)c(C)c1 (configuration not stated) | 1.9 | 1.2 | 0.3 | -3.3 | -0.7 | 0.2 | 1.6 | -0.6 | -3.2 | 0.2 | -1.8
N#CC1(c2ccccc2)CCC(=NO)CC1 (configuration not stated) | 1.9 | -1.4 | 0.2 | 1.7 | -1.6 | -0.5 | 2.0 | 2.5 | 5.0 | 3.6 | -0.8

Compound profiles, from the list above. Order of screens: GC-A act	PG9 binder	DAX1 inh-1	SMARCA2 activ	ADAM17 inh	hcDAF12 agonist	hgDAF12 agonist	DAX1 inh-2	ADAM10 inh	GAA850 FXN act	ssDAF12 agonist
`Cc1c(NC(=O)c2cccc(S(=O)(=O)N3CCOCC3)c2)c(=O)n(-c2ccccc2)n1C` across the screens: 3.9	-0.1	0.4	1.6	-4.4	-0.3	-1.3	-0.8	-4.2	-0.6	-1.3
`O=S(=O)(c1ccccc1)c1nc(-c2ccc(F)cc2)oc1NCC1CCCO1` (configuration not stated) across the screens: -1.4	0.8	0.0	-1.7	-0.1	-0.5	-2.6	-0.1	-0.8	0.8	-1.1

Remaining list, next part:
SMILES | GC-A act | PG9 binder | DAX1 inh-1 | SMARCA2 activ | ADAM17 inh | hcDAF12 agonist | hgDAF12 agonist | DAX1 inh-2 | ADAM10 inh | GAA850 FXN act | ssDAF12 agonist
CC(Sc1nnc(-c2cccnc2)n1N)C(=O)Nc1ccc2c(c1)OCCO2 (configuration not stated) | 1.5 | 2.0 | -0.7 | -0.2 | 2.0 | 0.5 | 0.1 | -0.2 | -0.6 | 0.1 | -0.9
CC(C)[C@H](NS(=O)(=O)c1ccccc1)C(=O)OCC(=O)NC1CCCCC1 | -0.3 | -0.8 | 1.6 | 0.8 | 2.2 | -0.3 | -1.0 | 1.7 | -1.5 | -1.0 | -1.3
COc1cc2c(cc1/C=C1/NC(=O)N(CC(=O)Nc3ccccc3)C1=O)OCO2 | -3.7 | -3.9 | -0.3 | -1.1 | 0.3 | 0.3 | -0.5 | 0.3 | 2.0 | 2.8 | -0.6
CCOC(=O)/C(C#N)=C/c1ccc(OCC(=O)Nc2ccc(OC)cc2)c(OC)c1 | nt | 2.6 | -0.3 | -4.8 | -9.3 | -1.0 | 0.2 | 2.6 | -5.6 | -1.9 | 0.1
Cc1cc(SCC(=O)N/N=C/c2ccc(O)c(O)c2)c(C)cc1Br | -1.0 | 0.1 | -0.8 | -4.2 | 4.2 | -1.1 | -2.8 | -1.5 | 29.4* | 1.6 | -1.0
O=C(CCn1nc(-c2ccc(F)cc2)ccc1=O)NCc1ccccc1 | -0.1 | -1.2 | -0.4 | 1.9 | -3.2 | -1.8 | -0.2 | 1.3 | -9.0 | 0.5 | -1.1
NC(=O)COC(=O)CNC(=O)c1cc(Cl)cc([N+](=O)[O-])c1 | 3.4 | 0.8 | -0.3 | -2.6 | -2.8 | 0.2 | -0.3 | 3.5 | -11.2 | 2.3 | -0.9
COc1ccc(CNC(=O)[C@@H](Cc2ccccc2)NC(=O)[C@H]2O[C@@H](n3cnc4c(=O)[nH]c(N)nc43)[C@H](O)[C@@H]2O)cc1 | 1.5 | 0.4 | -0.3 | -1.3 | -0.4 | -0.5 | 6.1 | nt | 0.8 | nt | -0.8
OC(c1ccccc1)C(Nc1ccccn1)c1ccccc1 (configuration not stated) | -8.8 | 1.4 | 0.1 | -2.6 | -1.8 | 1.6 | -4.0 | 0.6 | -13.9 | 2.5 | -0.3
Cn1nnnc1SCC(=O)N1CCN(c2ccc(Cl)cc2)CC1 | -1.8 | -0.6 | -1.3 | -2.1 | -1.1 | -2.2 | -0.7 | -2.5 | 1.0 | 4.8 | -1.2
Cc1nn(C)c(C)c1CN(C)S(=O)(=O)c1ccc(F)cc1 | -0.5 | -1.4 | -1.2 | -4.0 | 2.7 | -2.5 | -4.7 | -0.9 | -4.1 | 1.5 | -1.8
CC(C)c1nc(SCC(=O)N2CCc3ccccc32)n[nH]1 | -5.8 | 1.4 | 1.4 | -0.3 | 1.6 | 0.0 | 2.7 | 1.0 | 0.3 | 4.1 | -0.6
CCC(C)(C(=O)NC1CCCCC1)N(C(=O)Cc1cccs1)c1ccccc1 (configuration not stated) | -12.7 | -1.2 | -0.6 | -3.3 | -0.1 | -0.8 | -0.2 | -0.5 | -1.7 | 1.0 | -1.6
CN(C)c1ccc(-c2ccnc3c2CC(C)(C(=O)Nc2ccc(Cl)c(C(F)(F)F)c2)O3)cc1 (configuration not stated) | -4.4 | 0.1 | -1.9 | -4.0 | -131.5 | 0.6 | -5.8 | nt | -244.8 | -2.2 | -1.3
COc1ccc(S(=O)(=O)Oc2cccc(C(=S)N3CCOCC3)c2)cc1 | -2.9 | 0.1 | -0.2 | -0.8 | -1.9 | -0.3 | -1.5 | 0.0 | -4.2 | -1.4 | -0.9

(further entries)
SMILES | GC-A act | PG9 binder | DAX1 inh-1 | SMARCA2 activ | ADAM17 inh | hcDAF12 agonist | hgDAF12 agonist | DAX1 inh-2 | ADAM10 inh | GAA850 FXN act | ssDAF12 agonist
CC(C)(C)c1ccc(OCC(=O)NNC(=O)Nc2ccccc2)cc1 | -0.6 | 1.0 | 0.1 | -2.0 | -4.2 | -1.8 | 1.1 | 1.1 | -7.0 | 1.1 | -0.4
O=C(CSc1ncccn1)Nc1ccc2c(c1)CCC2 | -3.4 | -1.6 | 0.2 | 1.8 | -1.9 | 0.7 | 3.2 | 2.6 | 1.9 | 2.8 | -0.7
CC[C@@H]1C(c2ccc(F)cc2)=NN(c2ccccc2)[C@H]1C(=O)N1CCOC1=O | -4.0 | -2.7 | -0.7 | -1.0 | -22.6 | 0.0 | -2.5 | 0.4 | -90.3 | 1.4 | -0.1
O=C(c1cccc(S(=O)(=O)N2CCOCC2)c1)N1CCCCCC1 | 2.6 | 0.9 | -0.3 | -2.8 | 0.5 | 0.0 | -1.4 | 0.6 | 2.6 | -0.3 | -1.0
CCC(N=c1cc(-c2ccc(OC)c(OC)c2)oc2ccc(C)cc12)C(=O)O (configuration not stated) | 6.1 | 0.3 | 0.2 | 0.8 | -163.1 | -3.3 | 0.9 | 0.8 | i | 4.0 | -1.2
O=C(C1=C[C@@H](C2CC2)C[C@@H](OCc2ccc(CO)cc2)O1)N1CCN(Cc2ccc3c(c2)OCO3)CC1 | -0.3 | -0.4 | -1.2 | 0.0 | -2.7 | -2.6 | -0.6 | -1.0 | -0.9 | 0.6 | -1.3
CCOC(=O)c1ccc2c(c1)nc(C1CCN(S(=O)(=O)c3cccs3)CC1)n2CC | 0.8 | -0.4 | -1.4 | -2.3 | 0.2 | -3.0 | -5.2 | -2.1 | 4.0 | -1.9 | -1.4
O=C(CN1CCN(c2ccccc2O)CC1)NC(=O)NCc1ccccc1 | 0.9 | -0.8 | -0.7 | 2.1 | -11.4 | -2.3 | 0.0 | -0.1 | -13.5 | 1.4 | -0.6
COc1ccc(S(=O)(=O)n2cccc2)cc1OC | 0.3 | -5.3 | -0.1 | -1.5 | -3.0 | -1.3 | -1.8 | 0.5 | -15.8 | 1.4 | -1.1
COc1cc(OC)c(C=Cc2ccncn2)c(OC)c1 | -2.6 | 2.7 | 2.5 | -5.0 | -12.1 | -1.9 | 1.1 | 0.4 | -64.0 | 1.2 | -1.2
O=C(CCCOc1ccccc1)Nc1cc(S(=O)(=O)N2CCOCC2)ccc1N1CCOCC1 | 0.8 | -0.7 | 0.6 | 0.4 | -0.4 | 0.2 | 1.0 | -1.0 | -4.0 | 0.6 | -1.1
NS(=O)(=O)c1ccc(CNC(=S)NCc2ccc(Cl)cc2)cc1 | 0.2 | -0.9 | -0.4 | -4.4 | 4.0 | -2.8 | -0.1 | -1.3 | -10.9 | 2.1 | -1.5
O=C(C[C@H]1C[C@H](C(=O)N2CCOCC2)[C@@]2(CCC3CCCC3)c3[nH]c4cc(-c5ccco5)ccc4c3CCN2C1=O)NCCCn1ccnc1 | 1.9 | -1.1 | 2.2 | -5.4 | -115.6 | -2.1 | 0.5 | -0.9 | -326.0 | 3.4 | -1.1
CC(C)c1cc(=O)n2[nH]c(SCc3ccc(Cl)cc3)nc2n1 | 2.2 | 0.7 | -0.3 | -2.1 | -3.6 | -0.9 | -1.2 | 0.1 | -2.6 | -0.2 | -1.3

Assay outcomes as filed in PubChem.
